F508del corr: CFTR F508del correction in bronchial cells. CFBE cells, YFP halide quenching; stimulated with forskolin plus potentiator P3; % fluorescence drop versus neutral controls. activity (quench increase), % at 7.58 µM. hit rate 0.36% among 350,000;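 active means mean added fluorescence quench of at least 8% versus neutral control, with both replicates also reaching 8%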;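 further: cells transiently co-express mutant CFTR-F508del with the halide-sensitive YFP; corrector assay measuring rescue of mutant channel to the surface after 24 h compound exposure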
RAD54 inh: blocks human RAD54 Holliday junction branch migration; FAM/BHQ fluorescence; hit rate 0.14% among 360,000; inhibition, % at 10.4 µM;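 active means mean normalized replicate activity at least 40 and at least half of replicates scoring 40 or more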;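 further: 0% = median of neutral control wells and 100% = median of positive control wells; inhibitors cause a drop in the FAM fluorescence signal; in these data hits start at about 50%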
Target sequence (Q92698 whole entry, looked up): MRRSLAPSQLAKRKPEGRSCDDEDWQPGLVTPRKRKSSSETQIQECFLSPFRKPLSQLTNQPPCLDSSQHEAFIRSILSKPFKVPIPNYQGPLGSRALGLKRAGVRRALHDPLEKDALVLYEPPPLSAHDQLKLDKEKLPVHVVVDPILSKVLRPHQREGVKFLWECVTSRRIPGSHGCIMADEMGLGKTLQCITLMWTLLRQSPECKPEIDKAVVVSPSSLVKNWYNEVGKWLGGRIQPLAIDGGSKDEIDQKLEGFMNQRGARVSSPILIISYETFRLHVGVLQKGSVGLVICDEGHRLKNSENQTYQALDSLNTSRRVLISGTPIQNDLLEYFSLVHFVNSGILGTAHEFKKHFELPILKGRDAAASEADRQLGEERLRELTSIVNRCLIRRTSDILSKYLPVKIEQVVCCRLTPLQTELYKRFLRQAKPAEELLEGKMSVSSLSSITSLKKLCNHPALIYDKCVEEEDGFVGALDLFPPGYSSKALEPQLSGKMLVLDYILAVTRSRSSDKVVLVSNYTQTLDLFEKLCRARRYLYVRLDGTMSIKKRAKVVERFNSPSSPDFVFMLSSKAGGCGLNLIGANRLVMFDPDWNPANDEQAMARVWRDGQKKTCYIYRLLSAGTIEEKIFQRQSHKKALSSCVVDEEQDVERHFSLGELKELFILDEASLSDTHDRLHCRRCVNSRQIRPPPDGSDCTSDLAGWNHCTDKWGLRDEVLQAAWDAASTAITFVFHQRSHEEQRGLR
esBAF inh: SWI/SNF esBAF complex inhibition; mouse ES cells, Bmi1-luciferase knock-in reporter, 24 h; 100% = twice the neutral-well signal; reporter increase, % at 12.5 µM; hit rate 2% among 350,000; in the data active means activation above about 40%;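 further: 0% = median of the plate's neutral control wells and 100% = double that signal; a rise in the Bmi1 reporter signal indicates esBAF inhibition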
RAD52 inh: blocks human RAD52 DNA annealing. P43351. recombinant RAD52 DNA annealing, FRET fluorescence. AID 651710. inhibition, % at 18.7 µM. hit rate 0.46% among 360,000;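 active means every replicate showing at least 50% inhibition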
Xi reactivation: activators of X-chromosome reactivation in mouse fibroblasts. XiGFP mouse fibroblasts, % GFP-positive cells imaging, 3 d; cells co-treated with 5-aza-dC sensitizer; scaled so ellipticine positive control = 100%. activation, % at 7.58 µM. hit rate 0.055% among 360,000. AID 743238;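 active means mean normalized replicate activation at least 10% and every replicate at or above 10%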;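 further: 0% = median of on-plate neutral control wells and 100% = ellipticine 6 µM median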
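Material: XiGFP fibroblasts, SV40-immortalized; Buffer or medium: DMEM containing 5-aza-dC; Compound dosing: single point; Times: 3 days compound exposure.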
ARNT-TACC3 inh: ARNT/TACC3 interaction disruption; AlphaScreen His-ARNT PAS-B/GST-TACC3 binding, luminescence; TACC3 fragment carries E629A point mutation; inhibition, % at 9.99 µM; hit rate 0.66% among 390,000; Q9Y6A5;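 active means mean inhibition of replicates at least 50% and at least half of replicates each reaching 50%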;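 further: 0% = complete ARNT plus TACC3 wells and 100% = ARNT alone without TACC3; many hits fall short of the cut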
ERAP1 HTS inh: inhibitors of human ERAP1 aminopeptidase. Q9NZ08. recombinant ERAP1, Leu-AMC fluorescence, 60 min. inhibition, % at 10.7 µM. hit rate 0.15% among 340,000. AID 652197;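 active means mean replicate inhibition of at least 30%, or all replicates individually reaching that 30% level; inactive means mean below 30% and not every replicate reaching it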;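 further: 0% = neutral control wells and 100% = L-leucinethiol positive control wells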
GSIS activator: GLuc luminescence reporter in INS-1E cells, primary screen for activators of glucose-dependent secretion of insulin. INS-1E GLuc reporter insulin secretion, 2-3 h. activation, % at 16.6 µM. hit rate 0.61% among 370,000;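 active means lowest replicate activation of at least 40%, so every replicate reaches that level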;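 further: 0% = median of neutral control wells and 100% = median of IBMX positive control wells; some compounds called inactive have numbers as strong as hits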
* = called active by the depositor; . = not tested or not shown.

Start of the listing, in advance (14 entries):
SMILES	F508del corr	RAD54 inh	esBAF inh	RAD52 inh	Xi reactivation	ARNT-TACC3 inh	ERAP1 HTS inh	GSIS activator
Cc1ccc(NC(=O)COC(=O)c2cccc(OC(F)F)c2)cc1S(=O)(=O)N1CCCCC1	1.1	0	2	-20	0.0	-2	-6	-8
CCCC#Cc1cnc2c(c1)C(=O)N([C@H](C)CO)C[C@H](C)[C@@H](CN(C)S(=O)(=O)c1cn(C)cn1)O2	1.0	3	2	8	0.1	-9	3	-1
O=c1cc(CN2CCCCCCC2)c2c(ccc3ccccc32)o1	1.8	0	3	-11	0.1	.	0	-5
CC(=O)C1=C(C)NC(=O)NC1c1cccs1 (stereo unspecified)	1.4	5	1	-15	.	14	0	0
CC1(C)NC(=O)N(CC(=O)OCC(=O)c2ccc(Br)s2)C1=O	-1.4	.	.	-44	-0.1	1	-1	.
COc1ccccc1NC(=O)CN1CCN(c2ccccc2OC)CC1	1.6	.	.	-30	0.0	1	-6	10
O=C(NCC1CC1)[C@@H]1[C@@H](CO)[C@@H]2Cn3c(ccc(C4=CCCCC4)c3=O)[C@@H]2N1Cc1ccccc1F	1.0	-11	3	-4	0.1	1	1	6
CN(CC(=O)Nc1ccc(Cl)c(C(F)(F)F)c1)C(=O)c1cc(=O)c2ccccc2o1	1.9	0	5	-8	0.0	-1	1	-23
CCOc1ccc(S(=O)(=O)N2CCCC(C(=O)NC3CC3)C2)cc1Cl (stereo unspecified)	-0.3	-1	1	-17	0.0	8	0	4
CCn1c(CNC(=O)Cc2ccc(OC)cc2)nnc1SCC(=O)Nc1ccc(C(=O)O)cc1	0.4	.	.	-10	0.0	-8	-9	-12
COc1ccc(CCNCC(=O)Nc2ccc(C)c(Br)c2)cc1OC	3.1	11	-3	5	0.0	-10	-3	-34
NC(=O)C1Cc2ccccc2CN1C(=O)c1cc(C2CC2)nn1-c1ccccc1 (stereo unspecified)	7.4	-11	0	-14	0.3	1	0	6
COc1ccc(CN(C)C[C@@H]2OCCCC[C@@H](C)Oc3ccc(NS(=O)(=O)c4ccc(OC)cc4)cc3C(=O)N([C@H](C)CO)C[C@H]2C)cc1	0.7	3	-5	.	0.5	-23	.	-8
CCNC(=O)CN(Cc1ccccc1)S(=O)(=O)c1ccccc1	-5.7	-8	-1	-8	.	-4	8	27

This part in full, from the start:
SMILES	F508del corr	RAD54 inh	esBAF inh	RAD52 inh	Xi reactivation	ARNT-TACC3 inh	ERAP1 HTS inh	GSIS activator
Cc1ccc(NC(=O)COC(=O)c2cccc(OC(F)F)c2)cc1S(=O)(=O)N1CCCCC1	1.1	0	2	-20	0.0	-2	-6	-8
CCCC#Cc1cnc2c(c1)C(=O)N([C@H](C)CO)C[C@H](C)[C@@H](CN(C)S(=O)(=O)c1cn(C)cn1)O2	1.0	3	2	8	0.1	-9	3	-1
O=c1cc(CN2CCCCCCC2)c2c(ccc3ccccc32)o1	1.8	0	3	-11	0.1	.	0	-5
CC(=O)C1=C(C)NC(=O)NC1c1cccs1 (stereo unspecified)	1.4	5	1	-15	.	14	0	0
CC1(C)NC(=O)N(CC(=O)OCC(=O)c2ccc(Br)s2)C1=O	-1.4	.	.	-44	-0.1	1	-1	.
COc1ccccc1NC(=O)CN1CCN(c2ccccc2OC)CC1	1.6	.	.	-30	0.0	1	-6	10
O=C(NCC1CC1)[C@@H]1[C@@H](CO)[C@@H]2Cn3c(ccc(C4=CCCCC4)c3=O)[C@@H]2N1Cc1ccccc1F	1.0	-11	3	-4	0.1	1	1	6
CN(CC(=O)Nc1ccc(Cl)c(C(F)(F)F)c1)C(=O)c1cc(=O)c2ccccc2o1	1.9	0	5	-8	0.0	-1	1	-23
CCOc1ccc(S(=O)(=O)N2CCCC(C(=O)NC3CC3)C2)cc1Cl (stereo unspecified)	-0.3	-1	1	-17	0.0	8	0	4
CCn1c(CNC(=O)Cc2ccc(OC)cc2)nnc1SCC(=O)Nc1ccc(C(=O)O)cc1	0.4	.	.	-10	0.0	-8	-9	-12
COc1ccc(CCNCC(=O)Nc2ccc(C)c(Br)c2)cc1OC	3.1	11	-3	5	0.0	-10	-3	-34
NC(=O)C1Cc2ccccc2CN1C(=O)c1cc(C2CC2)nn1-c1ccccc1 (stereo unspecified)	7.4	-11	0	-14	0.3	1	0	6
COc1ccc(CN(C)C[C@@H]2OCCCC[C@@H](C)Oc3ccc(NS(=O)(=O)c4ccc(OC)cc4)cc3C(=O)N([C@H](C)CO)C[C@H]2C)cc1	0.7	3	-5	.	0.5	-23	.	-8
CCNC(=O)CN(Cc1ccccc1)S(=O)(=O)c1ccccc1	-5.7	-8	-1	-8	.	-4	8	27
COc1ccc(C(NC(=O)C2CCN(CCOc3ccccc3)CC2)c2ccccn2)cc1 (stereo unspecified)	3.7	-5	-5	-14	-0.2	.	3	.
COc1cc(CN2CCN(C(=O)c3ccc(-c4ccccc4)cc3)CC2)cc(OC)c1OC	-1.3	6	2	2	0.2	-4	-3	-5
CC(NC(=O)NC(=O)c1ccc(Cl)cc1)c1ccccc1 (stereo unspecified)	2.2	-10	.	-8	0.4	5	-1	6
Cc1cc(C)c(C(=O)COC(=O)C2CCN(c3ccc(C(F)(F)F)cn3)CC2)c(C)c1	-1.8	0	9	-16	0.0	-6	1	-4
CC1CC(C)CN(C(=O)c2ccc(CSc3nc4ccncc4[nH]3)cc2)C1 (stereo unspecified)	4.7	1	-12	8	-0.1	-8	1	.
O=C(NCC(=O)N1CCN(Cc2ccc3c(c2)OCO3)CC1)c1ccccc1F	-1.0	-2	.	1	0.0	-13	3	14
CN1C(=O)/C(=C/c2ccccc2F)Sc2ccc(C(=O)N3CCCC3)cc21	-2.6	4	2	-14	0.1	13	5	-30
C[C@@H]1CN([C@H](C)CO)C(=O)c2cc(C#Cc3ccccc3F)cnc2O[C@H]1CN(C)S(=O)(=O)c1ccccc1F	-4.1	-4	-5	-10	-1.0	-4	0	-11
O=C(CN1C(=O)c2cccnc2Oc2ccc(Cl)cc21)N1CCOCC1	-1.4	.	.	-8	0.0	28	1	18
CC(=O)NCCC(=O)Nc1nc(-c2ccc3c(c2)OCCO3)cs1	-0.7	10	.	-15	0.1	-1	-1	2
NC(N)=NC1=NC(=O)C(Cc2ccccc2Cl)S1 (stereo unspecified)	1.3	.	.	-23	0.0	2	2	.
COc1cccc(C2C(C(=O)c3sc(C)nc3C)=C(O)C(=O)N2CCN2CCOCC2)c1OC (stereo unspecified)	.	9	-7	.	.	-6	.	-4
COC(=O)c1cc(OCC(=O)NC2CCCc3ccccc32)cc(C(=O)OC)c1 (stereo unspecified)	1.3	8	-9	-15	.	-3	-1	-9
COc1ccc(NC(=O)CSc2nnc(NC(=O)c3ccccc3C(=O)O)s2)cc1	-2.7	3	5	-4	0.0	-1	-5	3
O=C1CCC(=O)N1N1C(=O)C2C3c4ccccc4C(c4ccccc43)C2C1=O (stereo unspecified)	1.2	.	-8	-10	0.0	-5	0	20
COc1ccc(Nc2ccc(N3C(=O)CCCC3=O)cc2[N+](=O)[O-])cc1OC	.	7	-8	.	0.0	9	.	-2
CC(C)(C)c1ccc(OCCC(=O)OCC(=O)NC2CCCCC2)cc1	-1.5	.	.	-8	0.0	-2	4	-9
CCC(=O)/C=C1/Sc2ccc(OC)cc2N1CC	-5.6	8	1	-21	.	3	4	1
COc1ccc(CCNC(=O)COC(=O)Cc2cc(OC)c(OC)c(OC)c2)cc1	-2.0	.	.	-18	0.0	2	1	1
CCN(CC)CCCNC(=O)c1nn2c(C(F)(F)F)cc(-c3ccccc3)nc2c1Cl	-1.4	13	0	4	0.2	2	7	-5
CC=Cc1ccc2n(c1=O)C[C@@H]1[C@@H](CO)[C@H](C(=O)N[C@@H](C)c3ccccc3)N(C(=O)c3cnccn3)[C@H]21 (mixture of isomers)	.	2	-2	3	0.2	-16	4	2
COc1ccc(C2=NO[C@@H]3[C@@H]4C[C@@H]([C@H]5C(=O)N(C)C(=O)[C@@H]45)[C@H]23)cc1	.	.	.	0	-0.1	-4	0	-2
Cc1ccc(S(=O)(=O)N2CCCCC2)cc1NS(=O)(=O)c1cccc(C(=O)O)c1	.	.	.	-19	0.0	-6	-7	-2
COc1ccc(N(CC(=O)Nc2c(C)n(C)n(-c3ccccc3)c2=O)S(=O)(=O)c2ccc(C)cc2)cc1OC	3.7	17	1	-5	0.1	-2	0	-6
O=C(C1CCN(S(=O)(=O)c2ccc(Cl)cc2)CC1)N1CCC1	-1.7	.	.	1	0.0	.	1	15
C=C(C)CNC(=S)N/N=C\c1ccc2c(c1)OCO2	-2.9	4	-2	-6	-0.1	-2	.	4
COc1ccc(C(=O)OCc2cc(=O)n3c(C)csc3n2)cc1F	-6.5	4	73*	-25	0.1	-8	-2	2
CCN(C(=O)COC(=O)c1ccccc1NCCO)C1CCS(=O)(=O)C1 (stereo unspecified)	0.0	.	7	-1	-0.2	6	4	-2
O=C(CCN1C(=O)c2ccccc2S1(=O)=O)N1CCN(c2ccc(F)cc2)CC1	0.5	.	4	-3	0.0	1	-4	-13
CCOc1ccc(C2c3[nH]c4ccccc4c3C[C@H]3C(=O)N(C4CC4)CC(=O)N23)cc1OC (stereo partly specified)	-0.4	7	1	-4	0.0	-8	4	0
CCCC(c1nnnn1Cc1ccco1)N1CCN(c2ccccc2)CC1 (stereo unspecified)	-3.6	.	.	4	0.0	-1	0	-9
C[C@@H]1CN([C@H](C)CO)C(=O)c2cc(NC(=O)C3CC3)ccc2O[C@H]1CN(C)Cc1ccc(C(=O)Nc2ccccc2N)cc1	-3.5	.	.	5	0.1	.	-1	2
CN(C(=O)COC(=O)c1cnc(Cl)c(Cl)c1)C1CCCCC1	-0.8	0	-3	1	-0.1	12	4	.
O=C(CCN1CCCCC1)N[C@@H]1CC[C@H](CCn2cc(-c3ccccc3)nn2)O[C@@H]1CO	1.8	-5	-7	-1	-0.2	6	-1	-5
O=C(Cc1cccs1)N1CCN=C1SCc1ccc(Br)cc1	-0.1	.	.	-37	0.0	-3	1	-14
Cc1cc(OCC(=O)Nc2cc(-c3nn4c(C)nnc4s3)ccc2C)ccc1Cl	-4.5	10	5	5	0.0	-2	.	10
Going on with the list.
SMILES	F508del corr	RAD54 inh	esBAF inh	RAD52 inh	Xi reactivation	ARNT-TACC3 inh	ERAP1 HTS inh	GSIS activator
Cc1nn(-c2ccccc2)cc1C(c1c(N)[nH]c(=S)[nH]c1=O)c1c(N)[nH]c(=S)[nH]c1=O	-3.1	.	.	-6	0.0	-15	7	9
Nc1cc2c(cc1[N+](=O)[O-])OCO2	.	.	.	-1	0.1	3	-3	1
CCC(C(=O)NCCc1ccccc1OC)n1nc(C)c2c(C)n(-c3ccccc3)nc2c1=O (stereo unspecified)	0.4	2	-3	1	0.1	-4	0	-20
Cc1c(C(=O)OCC(=O)N(CCC#N)c2ccccc2)oc2c1ccc1ccccc12	.	-10	-3	.	.	-7	.	-20
C[C@@H](NC(=O)[C@H]1[C@H](CO)[C@H]2Cn3c(ccc(C4=CCCC4)c3=O)[C@@H]1N2C(=O)C1CC1)c1ccccc1	-2.8	.	.	2	0.0	.	5	-3

An unsorted share of the library, and some 3.3% of all compounds hit somewhere here.
